# Assay outcomes as filed in PubChem BioAssay.
# Gli-Sufu antag: Gli-Sufu pathway antagonists, primary screen, luciferase luminescence, Sufu-KO-LIGHT cells, uHTS; Sufu-KO-LIGHT fibroblasts, Gli luciferase reporter luminescence; actives 0.74% (n = 340,000); inhibition, % at 5 µM;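 active means inhibition above about 55%, limit read from the data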;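 further: 0% = DMSO-treated cells and 100% = wells with medium but no cells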
# Jurkat NFkB inh: inhibitors of induced NF-kB luciferase reporter, primary screen, TCR NF-kB activation inhibitor project, cell-based, luminescence, uHTS. Jurkat, PMA/ionomycin-induced NF-kB luciferase reporter. actives 0.53% (n = 330,000). inhibition, % at 4 µM
# EBI2 antag: EBI2 receptor antagonists, beta-arrestin recruitment, primary screen, cell-based, luminescence, 7a,25-OHC stimulation, uHTS; inhibition, % at 5 µM; 7a,25-OHC stimulated; AID 651636, 2012; G-protein coupled receptor 183 (Homo sapiens), P32249; actives 0.81% (n = 360,000); in the data active means inhibition above about 38%;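 further: enzyme fragment complementation signal reports receptor beta-arrestin coupling in cells; 0% = agonist plus DMSO wells and 100% = wells without agonist; some results beyond the cut were filed as inactive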
# Target sequence (P32249 whole entry, looked up, the tested form may be a part): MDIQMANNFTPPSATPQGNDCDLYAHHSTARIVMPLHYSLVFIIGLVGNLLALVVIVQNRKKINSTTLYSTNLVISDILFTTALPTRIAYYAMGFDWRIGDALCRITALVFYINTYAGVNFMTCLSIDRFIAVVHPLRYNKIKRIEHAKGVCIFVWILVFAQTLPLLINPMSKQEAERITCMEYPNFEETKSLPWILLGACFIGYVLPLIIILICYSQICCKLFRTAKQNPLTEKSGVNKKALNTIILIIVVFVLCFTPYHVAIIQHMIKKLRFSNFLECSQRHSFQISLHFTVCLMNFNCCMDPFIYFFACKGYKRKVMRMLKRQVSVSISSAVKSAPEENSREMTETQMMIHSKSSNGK
# 697 NFkB inh: inhibitors of PMA/ionomycin-induced NF-kB reporter, 697 cells, primary screen, B-cell NF-kB inhibitor project, cell-based, luminescence, uHTS. 697 B-cell NF-kB luciferase reporter, 16 h. inhibition, % at 4 µM. actives 0.33% (n = 330,000); in the data active means inhibition above about 35%
# UBC13 inh: UBC13 polyubiquitin chain formation inhibitors, primary screen, biochemical, TR-FRET, uHTS; inhibition, % at 20 µM; actives 0.47% (n = 330,000); in the data active means inhibition above about 45%, passing the limit was not always enough
# Target sequence (P61088 whole entry, looked up): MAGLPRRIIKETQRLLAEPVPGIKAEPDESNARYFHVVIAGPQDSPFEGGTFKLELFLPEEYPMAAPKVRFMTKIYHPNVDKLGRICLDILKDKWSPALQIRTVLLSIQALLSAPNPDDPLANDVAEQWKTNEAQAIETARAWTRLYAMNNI
# CCR6 antag: CCR6 receptor antagonists, primary screen, cell-based, CHO-K1, luminescence, beta-arrestin, uHTS. C-C chemokine receptor type 6 (Homo sapiens), P51684. CHO-K1 CCR6 PathHunter beta-arrestin, CCL20-stimulated. inhibition, % at 20 µM. actives 0.49% (n = 340,000);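 active means compounds whose inhibition of the agonist-driven luminescence signal at 20 µM reaches about 50%, limit read from the data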;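 further: cells stimulated with CCL20 at 14 nM final; plate controls were DMSO with CCL20 for no effect and DMSO without agonist for full effect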
# Target sequence (P51684 whole entry, looked up): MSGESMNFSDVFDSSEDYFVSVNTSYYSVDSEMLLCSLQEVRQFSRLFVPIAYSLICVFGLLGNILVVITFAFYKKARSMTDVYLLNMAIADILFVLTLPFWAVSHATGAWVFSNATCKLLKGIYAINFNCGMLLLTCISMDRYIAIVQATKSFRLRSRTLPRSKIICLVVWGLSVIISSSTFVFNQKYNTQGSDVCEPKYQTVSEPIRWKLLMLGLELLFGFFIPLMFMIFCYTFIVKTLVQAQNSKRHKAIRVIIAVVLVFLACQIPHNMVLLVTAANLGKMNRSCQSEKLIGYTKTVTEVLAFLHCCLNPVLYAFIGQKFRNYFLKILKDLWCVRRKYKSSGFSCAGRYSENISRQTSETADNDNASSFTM
# SENP8 inh: SENP8 protease inhibitors, primary screen, biochemical, luminescence; Sentrin-specific protease 8 (Homo sapiens), Q96LD8; purified SENP8, Z-RLRGG-aminoluciferin cleavage; inhibition, % at 10 µM; actives 1.2% (n = 330,000); AID 2540, 2010
# Target sequence (Q96LD8 whole entry, looked up): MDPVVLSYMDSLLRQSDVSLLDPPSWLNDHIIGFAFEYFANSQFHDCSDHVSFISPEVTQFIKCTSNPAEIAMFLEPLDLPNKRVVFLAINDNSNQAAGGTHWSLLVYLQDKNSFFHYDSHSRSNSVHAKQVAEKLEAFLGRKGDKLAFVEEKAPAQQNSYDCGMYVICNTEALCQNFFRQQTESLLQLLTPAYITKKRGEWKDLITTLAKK
# Apaf-1 inh: inhibitors of human Apaf-1 apoptosome, primary screen, biochemical, DEVD-Rh110 fluorescence, uHTS. reconstituted apoptosome caspase-3 activity. inhibition, % at 20 µM. actives 0.71% (n = 330,000). AID 489030, 2010; active means inhibition of at least 40% at 20 µM;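 further: plate controls were DMSO wells for no effect and DEVD-CHO caspase inhibitor wells for full effect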
#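 Material: biochemical Apaf-1 apoptosome reconstitution. Medium: Hepes buffer, pH 7.5. Also added: cytochrome c activation, bis-DEVD rhodamine 110 substrate. Timing: 30 min compound preincubation, 50 min activation, room temperature. Measured by: rhodamine 110 fluorescence at Ex 480/Em 540 nm.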
# * hit, by the source's call; nt = not tested or not shown. Unless noted, no stated cut-off is given here; in the data, active means inhibition above about 50%; inactive means the rest. Not all compounds are listed; count on the stated rates, not on these rows.
SMILES,Gli-Sufu antag,Jurkat NFkB inh,EBI2 antag,697 NFkB inh,UBC13 inh,CCR6 antag,SENP8 inh,Apaf-1 inh
CCC1CCCCN1CCCNC(=O)c1c(O)nc2c(C)cccn2c1=O (stereo not given),34.7,-4.2,2.4,9.7,14.8,8.1,5.9,-0.8
O=C(NCCc1ccccc1)c1nc2nc(-c3cccs3)cc(C(F)(F)F)n2n1,0.3,-31.5,-3.6,-20.8,12.5,-5.2,-0.3,17.2
COC(=O)c1cc(S(=O)(=O)Nc2cc(S(=O)(=O)N(C)C)ccc2C)oc1C,9.1,3.2,5.5,1.1,2.6,-10.5,-7.5,-7.7
Cc1ccc(SCC(=O)N(C)CC(=O)Nc2cccc(F)c2)cc1,-5.3,5.2,-2.9,20.2,0.1,14.3,1.0,7.1
Cc1ccnc(NC(=O)c2ccc(COc3c(F)c(F)cc(F)c3F)o2)c1,19.5,-14.5,0.1,-12.7,-0.6,9.0,-9.5,11.9
Cc1cccc(Cn2ncc(Cl)c(Cl)c2=O)c1,-6.5,4.2,11.7,4.0,2.5,-4.5,-13.3,16.8
Cn1c(CC2C(=O)Nc3ccc(Br)cc32)nc2ccccc2c1=O (stereo not given),-16.0,6.7,9.7,-0.3,4.9,4.3,-12.1,-5.9
OC(Cn1ccnc1)c1ccc(Cl)cc1Cl (stereo not given),2.0,-4.6,-4.3,-4.6,1.3,4.9,-0.2,0.8
CCOc1ccccc1N1CC(C(=O)Nc2ccc(S(=O)(=O)N3CCCCC3)cc2)CC1=O (stereo not given),11.0,11.0,-5.2,-13.6,-0.7,3.1,-5.2,4.5
CC(=O)Nc1cccc(CCc2nc3ccccc3[nH]2)c1,-13.8,-24.1,-5.2,-9.5,2.8,-2.1,8.0,0.3
CS(=O)(=O)N(CC(=O)Nc1ccc(F)cc1F)C1CCCCC1,5.0,7.5,-7.1,7.0,3.9,4.0,4.8,-7.9
CCCCCNC(=O)Cc1ccc(S(=O)(=O)N2CCOCC2)s1,-1.0,15.5,-3.5,-6.1,-4.3,15.9,-9.6,-6.6
CC(C)NC(=S)NN=C1CCCCCCCCCCC1,14.4,-5.1,-3.1,-7.7,30.1,35.4,-4.8,-15.8
CCOC(=O)C1CCN(c2ncnc3c2c(-c2ccccc2)cn3-c2ccccc2)CC1,38.1,-1.9,11.9,1.1,-5.6,26.4,-6.5,11.9
O=C(Nc1ccc(NC(=O)c2ccco2)nc1)c1ccccn1,-55.5,-68.0,-6.1,-117.3,-2.7,-8.8,24.5,12.3
CCC(C)[C@H](NC(=O)N1CC(=O)Nc2ccccc21)C(=O)N[C@H](Cc1c[nH]c2ccccc12)C(=O)O (stereo not given in full),2.0,-16.5,-1.4,16.9,-0.6,5.9,-5.3,10.9
COCC(C)NC(=O)C(C)Oc1ccccc1 (stereo not given),2.9,20.8,-14.3,9.2,2.7,-15.6,-5.5,0.6
O=C1OC(c2ccccc2)c2ccc3ccccc3c21 (stereo not given),0.8,10.8,3.8,9.6,16.3,14.7,-9.0,1.0
CC(c1nccs1)N(C)C(=O)CCc1nnc(Cc2c[nH]c3ccccc23)o1 (stereo not given),1.8,-7.0,-1.9,6.3,-5.2,3.3,-5.7,-12.9
Cc1ccc(S(=O)(=O)N2CCOCC2)cc1NC(=O)COc1ccccc1Cc1ccccc1,-0.1,-10.7,22.5,-13.9,-14.4,18.8,-9.6,26.6

# Compound profiles, from the list above.
# COC(=O)c1cc(S(=O)(=O)Nc2cc(S(=O)(=O)N(C)C)ccc2C)oc1C as listed: Gli-Sufu antag = 9.1; Jurkat NFkB inh = 3.2; EBI2 antag = 5.5; 697 NFkB inh = 1.1; UBC13 inh = 2.6; CCR6 antag = -10.5; SENP8 inh = -7.5; Apaf-1 inh = -7.7
# Cn1c(CC2C(=O)Nc3ccc(Br)cc32)nc2ccccc2c1=O (stereo not given) as listed: Gli-Sufu antag = -16.0; Jurkat NFkB inh = 6.7; EBI2 antag = 9.7; 697 NFkB inh = -0.3; UBC13 inh = 4.9; CCR6 antag = 4.3; SENP8 inh = -12.1; Apaf-1 inh = -5.9

# (more compounds)
SMILES,Gli-Sufu antag,Jurkat NFkB inh,EBI2 antag,697 NFkB inh,UBC13 inh,CCR6 antag,SENP8 inh,Apaf-1 inh
CCOC(=O)c1cc(NC(=O)OC)c(C)nc1C,-2.1,10.9,-0.4,24.2,12.3,-8.0,-0.9,-1.6
CC(=O)N1C(O)CC(C)N1c1ccccc1 (stereo not given),1.6,-3.2,-4.5,0.0,2.9,5.3,-5.3,-14.3
COc1ccc2c(c1)c(C(C)=O)c(C)n2-c1ccccc1OC,-3.3,-7.6,5.7,-17.1,-0.9,21.5,-4.2,5.4
CN(C)CCCNC(=O)C[C@H]1C[C@H](C(=O)N2CCCCC2)[C@@]2(C)c3[nH]c4cc(CCC(=O)N(C)C)ccc4c3CCN2C1=O,-6.8,nt,-4.8,20.0,nt,8.5,nt,22.5
CSCC(NS(=O)(=O)c1ccc(C)cc1)C(=O)O (stereo not given),-2.9,9.7,-1.7,1.3,-2.7,2.7,2.7,4.7
O=C(Nc1ccc2c(c1)OCO2)c1cnn2cccnc12,-70.8,-101.0,-7.8,-148.3,-3.5,9.7,-0.4,-24.2
O=C(COC(=O)c1ccc2ncsc2c1)NCc1ccccc1Cl,-3.5,-6.0,-10.9,-14.3,-8.5,1.7,-11.6,6.6
CCNC(=O)c1ccccc1NC(=O)c1cccc(S(=O)(=O)N2CCOCC2)c1,6.5,-14.3,-10.6,-33.4,-15.9,11.4,-6.4,-17.3
COc1ccc(S(=O)(=O)/C(C#N)=C/Nc2ccccc2F)cc1,1.8,-11.0,-8.3,-3.5,5.7,7.2,0.9,2.4
O=C(NCCCn1ccnc1)C(=O)NCC(c1ccco1)N1CCN(c2ccccc2)CC1 (stereo not given),6.3,9.9,4.4,9.3,-9.2,7.2,-0.1,-7.6
CN(CC(=O)O)Cc1nc2ccccc2[nH]1,-2.9,8.6,-2.2,7.7,-13.8,1.7,5.2,-11.9
CC(=O)c1cccc(NC(=O)CSc2nc(=O)n(Cc3ccccn3)c3c2CCC3)c1,-4.0,-6.4,-6.9,15.5,3.0,15.0,3.4,5.1
CC1C/C(=N\Nc2ccc(S(N)(=O)=O)cc2[N+](=O)[O-])CC(C)(C)C1 (stereo not given),13.6,7.9,13.4,-17.2,-46.7,27.0,-8.9,18.1
CC1COc2ccccc2N1C(=O)c1cccnc1Cl (stereo not given),-3.3,-6.3,-0.9,-3.9,-4.4,-1.9,-11.0,-62.8
O=C(O)C1CCN(C(=O)c2csc(-c3ccc4c(c3)CCO4)n2)CC1,-6.3,6.8,-1.3,-3.9,2.0,8.9,-1.0,-10.3
COCC(C)NC(=O)c1cccc([N+](=O)[O-])c1 (stereo not given),-3.3,-9.1,-3.2,-2.7,-9.9,9.6,-4.2,2.9
Cc1ccccc1-n1nnnc1SC1CCOC1=O (stereo not given),-2.5,-1.2,3.7,-16.8,-3.1,1.6,-14.7,5.9
COn1c(SC(C)C)nc2ccccc2c1=O,1.9,-1.7,-4.1,5.5,6.0,12.3,6.5,3.7
Cc1onc(-c2c(Cl)cccc2Cl)c1NC(=O)NC1CCSC1 (stereo not given),4.4,3.2,-5.5,13.7,7.9,-5.4,-1.3,-7.1
COc1ccc(CCNC(=O)CCOc2ccc(C)cc2)cc1OC,4.7,-26.1,3.2,-21.9,-4.9,-0.2,-9.6,13.8
CC(NS(=O)(=O)c1cccc(Cl)c1)C(=O)N(C)C1CCN(C)CC1 (stereo not given),-1.1,-6.7,-8.8,12.3,0.4,-8.0,-1.8,-12.0
O=C(COc1ccccc1)Nc1ccc(CN2CCCCC2)cc1,-4.7,-4.6,-0.9,9.0,2.2,16.7,-2.4,21.3
Cc1nc(SCc2ccc([N+](=O)[O-])cc2)n[nH]1,-30.6,-8.1,11.2,1.8,0.7,-14.0,9.1,-3.9
CC(=O)c1ccc(NC(=O)Nc2cccc3ccccc23)cc1,3.2,-12.3,-2.5,-22.8,9.3,-4.5,-11.8,0.6
O=C(O)CC1S/C(=N\N=C2CCCCCCC2)N(c2ccccc2)C1=O (stereo not given),4.5,-1.9,5.1,4.6,5.6,6.2,-4.3,2.4
CCc1cc(C(=O)Nc2cc(S(=O)(=O)N(CC)CC)ccc2N2CCN(C)CC2)sc1C,0.1,19.9,-1.6,14.3,25.8,3.7,0.6,37.6
CC(=O)c1cnn(-c2nc3c(C)cccc3s2)c1C,-34.9,-29.0,1.6,-55.7,4.7,11.9,-11.6,-3.2
O=C(NCCCN1CCCC1=O)Nc1cc(Cl)ccc1Cl,2.3,10.7,-0.9,9.0,2.7,-6.6,-5.2,2.6
COc1cccc(Nc2nc(-c3cccnc3)cs2)c1,-76.4,-115.9,30.3,-129.3,10.7,-13.2,35.9,-5.0
O=C(CCn1nnc2ccccc21)OCC(=O)c1ccc([N+](=O)[O-])cc1,15.4,8.6,3.1,12.9,0.4,-3.0,4.4,5.2

# Given tab-delimited: 4 of the compounds above
compound	Gli-Sufu antag	Jurkat NFkB inh	EBI2 antag	697 NFkB inh	UBC13 inh	CCR6 antag	SENP8 inh	Apaf-1 inh
Cc1nc(SCc2ccc([N+](=O)[O-])cc2)n[nH]1	-30.6	-8.1	11.2	1.8	0.7	-14.0	9.1	-3.9
CC(=O)c1ccc(NC(=O)Nc2cccc3ccccc23)cc1	3.2	-12.3	-2.5	-22.8	9.3	-4.5	-11.8	0.6
O=C(O)CC1S/C(=N\N=C2CCCCCCC2)N(c2ccccc2)C1=O (stereo not given)	4.5	-1.9	5.1	4.6	5.6	6.2	-4.3	2.4
CCc1cc(C(=O)Nc2cc(S(=O)(=O)N(CC)CC)ccc2N2CCN(C)CC2)sc1C	0.1	19.9	-1.6	14.3	25.8	3.7	0.6	37.6

# (next part)
SMILES,Gli-Sufu antag,Jurkat NFkB inh,EBI2 antag,697 NFkB inh,UBC13 inh,CCR6 antag,SENP8 inh,Apaf-1 inh
CCOC(=O)c1csc(NC(C)=O)n1,-3.6,0.6,-2.1,-0.5,-3.8,9.8,2.5,-6.0
O=C(NOC(=O)c1ccccc1Cl)c1cccs1,-0.1,-1.1,6.7,-8.3,4.0,-7.9,5.6,-0.5
Cc1[nH]c2ccccc2c1/C=N/NC(=O)CNC(=O)c1ccc2c(c1)OCCO2,-14.2,7.5,-0.1,9.2,12.1,1.2,-2.3,-11.1
CN=c1scc(-c2c[nH]c3ccccc23)n1C,9.8,-2.6,2.9,-1.8,0.5,-3.4,1.5,-1.7
COc1ccc([N+](=O)[O-])cc1NS(=O)(=O)c1cccc(C(=O)O)c1,-0.7,4.2,-5.1,1.1,3.6,14.9,-6.8,-17.4
CCOC(=O)c1c(C)[nH]c(C)c1S(=O)(=O)NC(C)Cc1ccco1 (stereo not given),3.4,18.8,-4.8,-7.5,-2.3,12.2,-7.3,-7.0
O=C(CSc1cn[nH]n1)Nc1ccccc1F,5.0,13.6,-7.5,-4.7,-12.4,1.5,-8.5,-10.9
Cc1ccc(-n2c(C)cc(C=C3C(=O)CC(C)(C)CC3=O)c2C)cc1,-3.9,11.1,5.1,-13.4,-10.2,14.7,-1.1,16.6
CN(C)/C=N/c1ncc(C(=O)c2ccc3ccccc3c2)s1,-24.0,-13.8,17.1,2.8,-0.5,12.6,-1.6,-0.7
COc1ccc(S(=O)(=O)N2CCCC(C(=O)NC3CCCCC3)C2)cc1 (stereo not given),-0.1,3.8,-3.7,-10.7,5.5,16.8,-1.7,6.1
CCN(CC)CC(=O)Nc1ccc(-c2ccc(NC(=O)CN(CC)CC)c(OC)c2)cc1OC,24.6,-6.3,5.4,-35.2,-9.4,11.3,-2.6,24.4
CC(C)CN1C(=O)NC(NC(=O)c2ccco2)(C(F)(F)F)C1=O (stereo not given),-4.7,19.1,-1.5,31.2,3.0,-13.4,4.4,-5.5
Cc1cccc(OCC(O)Cn2c(N3CCCCC3)nc3c2c(=O)[nH]c(=O)n3C)c1 (stereo not given),-7.4,-2.9,7.9,-7.0,-5.0,7.2,-6.0,5.2
